High-throughput results as filed in PubChem BioAssay.
SMN2 splice enh: enhancers of SMN2 splice variant expression | HEK293 SMN2-luciferase splicing reporter, luminescence, 30-36 h | hit rate 2.8% among 210,000 | AID 1458 | Potency, µM (highest dose often 46.1 µM), inactives show at the top dose activity change, positive = activation, most hits filed as activators; note: potency is the fitted concentration of half-maximal effect; % of control where 0% means no effect; nearly all actives have a fitted effect of over 55% in size
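qHTS luciferase splicing reporter: luminescence rises when SMN2 exon 7 is included in transfected HEK293 cells. Compound exposure lasted 30-36 h at 37C, with 4.5 mM final sodium butyrate as control, followed by a ONE-Glo read.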
IMPase Li cell: membrane-permeable IMPase blocker, potentiated with lithium; CHO-M1 cells, IP1 TR-FRET (IP-One), carbachol + lithium; Potency, µM (highest dose often 59.4 µM), without a hit: top-dose activity, negative = IMPase inhibition, usual class: inhibitors; hit rate 0.35% among 210,000;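 note: IP1 builds up when IMPase is blocked and the TR-FRET signal falls; potency is the fitted concentration of half-maximal effect; plate controls were basal vehicle for no effect and high inhibitor control for full effect; nearly all actives have a fitted effect of over 50% in size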
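CHO cells stably expressing M1 receptor (2000/well) were cultured 16–30 h, then exposed to compounds with a small lithium addition for 30 min at 37C. IP1 was measured by TR-FRET competition; AC50 from Hill fits.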
Lamin A splicing: changes lamin A minigene splicing in HeLa cells | HeLa LMNA splicing GFP/RFP minigene ratio, 48 h | hit rate 0.01% among 200,000 | Potency, µM (top dose mostly 46.1 µM), without a hit: at the highest dose ratio change, negative = inhibition, hits mostly inhibitors | AID 1487; active = well fitted inhibition curve with a large enough effect in the signal ratio, with a control signal flat, not every such curve was filed as active; inconclusive = small, poorly fitted or top-dose-only effect, or effect the other way, or a change in a side signal; the % refers to the signal ratio; note: potency is the fitted concentration of half-maximal effect; % is set by controls: 0 for no effect and ±100 for the full control effect
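S3 HeLa stable clones carrying a lamin A-EGFP splicing minigene plus DsRed2 were seeded at 600 cells/well in Opti-MEM with 2% FBS, pin-dosed and incubated 48 h at 37°C. Acumen cytometry (488 nm) gave the GFP/RFP total-intensity ratio.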
KinaseGlo FLuc: Kinase-Glo luciferase inhibition (counter-screen); Q27757; Kinase-Glo luciferase, ATP luminescence, 8 min; Potency, µM (doses to about 38.3 µM), without a hit: at the highest dose activity change, negative = inhibition, most hits filed as inhibitors; hit rate 0.28% among 200,000; note: potency is the fitted concentration of half-maximal effect; % is set by controls: 0 for no effect and ±100 for the full control effect; nearly all actives have a fitted effect of over 60% in size
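Compounds were added to a substrate mix at pH 7.2 (50 mM imidazole, 10 uM ATP, within the enzyme's linear range), followed by Kinase-Glo detection reagent; luminescence was measured after 8 minutes at ambient temperature.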
HttQ103 aggreg: inhibitors of mutant huntingtin aggregate formation in PC12 cells; Potency, µM (series often up to 46.1 µM), inactives show top-dose activity change, negative = inhibition, actives largely listed as inhibitors; AID 1688; hit rate 1.1% among 220,000; PC12 HttQ103-GFP aggregates, Acumen cytometry, 40 h; note: potency is the fitted concentration of half-maximal effect; % is set by controls: 0 for no effect and ±100 for the full control effect; nearly all actives have a fitted effect of over 60% in size
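Using laser scanning cytometry, GFP-positive aggregates were counted after lysis of PC12 cells induced with 100 nM tebufenozide to express HTT exon 1 Q103–GFP. Compounds were tested in titration.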
HTT cytoprotect: Huntington cell model cytoprotection by ATP luminescence. PC12 HTT-Q103 induced, cytoprotection, ATP luminescence, 40 h. Potency, µM (series often up to 56.4 µM), for inactives: cytoprotection (ATP increase), hits mostly activators. hit rate 0.14% among 230,000. AID 1471;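 note: potency is the fitted concentration of half-maximal effect; % of control where 0% means no effect; nearly all actives have a fitted effect of over 45% in size; toxic huntingtin expression switched on by the ecdysone agonist tebufenozide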
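Quantitative HTS on tebufenozide-induced (100 nM) PC12 cells expressing HTTQ103 exon 1–GFP; compounds tested as a concentration series; survival measured via cellular ATP.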
CBFb RUNX1 block: inhibitors of human CBF-beta and RUNX1 interaction | AlphaScreen CBFb-His/RUNX1-biotin binding, biochemical | Potency, µM (top dose mostly 59.8 µM), inactives show top-dose activity, negative = inhibition, usual class: inhibitors | 230,000 tested, under 10 active | Q01196+Q13951; note: % of control where 0% means no effect
Target sequence (Q01196 whole entry, looked up): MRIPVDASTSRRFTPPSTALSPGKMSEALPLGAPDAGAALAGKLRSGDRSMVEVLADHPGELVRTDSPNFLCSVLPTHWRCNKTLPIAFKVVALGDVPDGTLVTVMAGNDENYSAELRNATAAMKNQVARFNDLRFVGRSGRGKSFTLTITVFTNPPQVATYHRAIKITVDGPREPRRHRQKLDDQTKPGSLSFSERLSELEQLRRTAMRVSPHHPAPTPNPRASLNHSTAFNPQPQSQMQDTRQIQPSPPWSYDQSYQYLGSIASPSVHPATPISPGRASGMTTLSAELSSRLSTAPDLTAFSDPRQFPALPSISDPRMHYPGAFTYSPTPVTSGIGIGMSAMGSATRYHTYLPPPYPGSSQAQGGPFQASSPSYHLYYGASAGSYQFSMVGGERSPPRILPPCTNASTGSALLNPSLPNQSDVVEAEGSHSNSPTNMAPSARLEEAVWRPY
Target sequence (Q13951 whole entry, looked up): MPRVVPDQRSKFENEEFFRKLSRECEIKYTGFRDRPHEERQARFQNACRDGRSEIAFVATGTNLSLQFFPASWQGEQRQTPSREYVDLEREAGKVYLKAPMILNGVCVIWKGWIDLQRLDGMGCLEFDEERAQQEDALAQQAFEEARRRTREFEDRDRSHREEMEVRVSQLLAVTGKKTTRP
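Inhibition was taken as any reduction in AlphaScreen signal from the CBF-beta–RUNX1 pair (His and biotin tags, 30 nM each), measured after compound (15 min) and bead (90 min) incubations at room temperature.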
* = called active by the depositor; ? = inconclusive; / = no result given; & = joins results of further samples; [ ] = another dose, or the depositor's remark. Unless noted, calls come from the whole dose curve; as a rule, active = well fitted curve in the direction sought with a large enough effect; inconclusive = small, poorly fitted or top-dose-only effect, or another doubt; inactive = no such curve, though single readings can be large; an effect the other way counts as inactive or inconclusive.

cpd	canonical_smiles	SMN2 splice enh	IMPase Li cell	Lamin A splicing	KinaseGlo FLuc
1	CN1CCN(S(=O)(=O)c2ccc(=O)[nH]c2)CC1	?	15%[38.3 µM]	14%	0%
2	NC(=O)c1c(-c2cccs2)csc1N	25%	4%[38.3 µM]	2%	0%
3	CCc1ccccc1NC(=O)Cc1cn(C)c2ccccc12	-10%&-7%	0%	/	-1%
4	CC(O)Cn1cnc2c1c(=O)n(C)c(=O)n2C (configuration not stated)	-43%[inhibitor]	-7%	?	1%
5	COc1ccc(N=C2CCCN2CC(N)=O)cc1	-3%	-21%[38.3 µM]	5%	0%
6	Cc1ccc(C)c(S(=O)(=O)Nc2nc(C)c(C(=O)Nc3ccccc3)s2)c1	-4%[1.84 µM]	-2%	6%	-3%
7	CCOC(=O)c1ccc(NC(=O)N2CC(C)OC(C)C2)cc1 (configuration not stated)	-2%	-4%[38.3 µM]	10%	-4%
8	CCCC(=O)Nc1cc(C(F)(F)F)ccc1N1CCOCC1	-28%	6%	12%[46 µM]	5%
9	COc1ccccc1NC(=S)NC1CCC(CC2CCC(NC(=S)Nc3ccccc3OC)CC2)CC1 (configuration not stated)	-39%[inhibitor]	3%	?	-1%
10	Cc1ccc(NS(=O)(=O)c2ccc(-c3csc(C)n3)s2)c(C)c1	/	/	/	/
11	CCC(C)Nc1nc2c(c(=O)n(C)c(=O)n2C)n1Cc1ccc(Cl)cc1 (configuration not stated)	/	/	/	/
12	O=C(Cn1nnc(-c2ccccc2)n1)NNC(=O)c1ccco1	/	5%	4%[46 µM]	-2%

cpd	HttQ103 aggreg	HTT cytoprotect	CBFb RUNX1 block
1	1%	10%	8%
2	-23%	11%[0.074 µM]	-4%
3	-2%	4%	4%
4	24%	/	6%
5	4%	3%	3%
6	6%	9%[10 µM]	0%
7	17%	-12%[0.074 µM]	3%&4%
8	10%	-30%	11%
9	5%	10%[10 µM]	-6%
10	-8%[9.22 µM]	2%[10 µM]	8%
11	-4%[9.22 µM]	3%[10 µM]	-10%
12	-2%[9.22 µM]	11%[10 µM]	6%

Next entries follow:
cpd	canonical_smiles	SMN2 splice enh	IMPase Li cell	Lamin A splicing	KinaseGlo FLuc
13	COc1ccccc1NC(=O)CN(c1ccc([N+](=O)[O-])cc1)S(=O)(=O)c1ccccc1	-11%	8%	-7%	2%
14	C/C(=C\c1ccccc1)C(=O)NCCc1ccccc1	11µM*	1%	14%[46 µM]	3%
15	COc1ccc(S(=O)(=O)NCCc2cn3cccc(C)c3n2)cc1OC	-2%	27%[38.3 µM]	0%	2%
16	Cc1nc2ccc(S(=O)(=O)NC(C(=O)NC3CCCC3)C(C)C)cc2s1 (configuration not stated)	1%	2%[38.3 µM]	-8%	17%
17	CC1(C(=O)NC2CCCCCCC2)CC1(Cl)Cl (configuration not stated)	1%	3%[38.3 µM]	10%	-2%
18	COc1ccccc1CNC(=O)CCS(=O)(=O)c1cccs1	5%	18%	-1%	0%
19	CCCn1c(-c2ccc(F)cc2)nc2c(N3CCN(Cc4nc(OC)cc(OC)n4)CC3)nc(C)nc21	-13%	-1%	/	4%
20	CCN(Cc1ccccc1)C1CCN(Cc2ccc(SC)cc2)CC1	/	23%	/	/
21	S=C(NCCSCc1ccc(Cl)cc1)Nc1ccccc1	-7%	13%[38.3 µM]	?	0%
22	Cc1cccc[n+]1CC(=O)Nc1cccc([N+](=O)[O-])c1	/	14%	1%[46 µM]	0%
23	CCOC(=O)CSc1c(-c2cccs2)[nH]c2ccccc12	-7%	10%	?	-2%
24	COc1ccc(S(=O)(=O)Nc2ccc(CC#N)cc2)cc1	-23%	12%[38.3 µM]	-8%	1%

cpd	HttQ103 aggreg	HTT cytoprotect	CBFb RUNX1 block
13	0%	-16%[10 µM]	-13%
14	13%[9.22 µM]	3%[10 µM]	8%
15	-11%	-4%[10 µM]	13%
16	-6%	-5%	-5%
17	3%	2%	-1%
18	-1%	9%[10 µM]	11%
19	/	-58%[inhibitor]	2%
20	2%	6%	10%
21	?	-45%[inhibitor]	6%
22	-5%[9.22 µM]	-4%[10 µM]	5%
23	21%	/	-4%
24	-19%	-10%[0.074 µM]	8%

More structures:
cpd	canonical_smiles	SMN2 splice enh	IMPase Li cell	Lamin A splicing	KinaseGlo FLuc
25	c1ccc2c(c1)ncn2CCN1CCCCC1	7%	2%	-8%	2%
26	Cn1c2ccccc2c(=O)c2c(=O)n(C3CCCCCC3)c(C3CCCCC3)nc21	-22%	24%	?	0%
27	CC1CCCCC1NC(=O)COC(=O)CNC(=O)c1cccc(F)c1 (configuration not stated)	13%	4%	-9%[46 µM]	2%
28	O=c1nc(Nc2cccc(Cl)c2)oc2cc(Cl)oc(=O)c12	/	/	?	/
29	CCCN(CC(=O)Nc1cc(Cl)cc(Cl)c1)CC(=O)Nc1ccc(F)c(F)c1F	-10%[1.84 µM]	19%	?	1%
30	CC(=O)c1ccc(OCc2ncc(C(F)(F)F)cc2Cl)cc1	/	/	/	/
31	OC1CCN(Cc2nc(Cc3ccccc3Cl)no2)CC1	/	-6%	/	7%
32	NC(=O)CC(NC(=O)c1ccccc1)c1ccc(NC2CCCCC2)c([N+](=O)[O-])c1 (configuration not stated)	/	/	/	/
33	COc1cccc2c1c(NC(=O)c1cc(C)on1)nn2C	/	/	/	/
34	COc1ccc(S(=O)(=O)N2CCCCCC2)cc1	-9%	20%[38.3 µM]	-9%	18%
35	Cc1ccc(C(=O)CSc2cnc3ccccc3n2)cc1C	-73%[inhibitor]	-2%	?	1%
36	CC(=O)N1CCC2(CC1)CN(Cc1cc(C(F)(F)F)cc(C(F)(F)F)c1)C2	-16%	-1%	/	-1%

cpd	HttQ103 aggreg	HTT cytoprotect	CBFb RUNX1 block
25	-13%	-16%[1.9 µM]	11%
26	-5%	15%[10 µM]	1%
27	-22%	-14%	6%
28	12%[9.22 µM]	18%[10 µM]	14%
29	-29%	30%[10 µM]	1%
30	20%[9.22 µM]	24%[10 µM]	9%
31	3%	8%	3%
32	8%[9.22 µM]	11%[10 µM]	-3%
33	-4%[9.22 µM]	11%[10 µM]	8%
34	?	10%	0%
35	-3%	/	5%
36	/	4%	/

Later entries:
cpd	canonical_smiles	SMN2 splice enh	IMPase Li cell	Lamin A splicing	KinaseGlo FLuc
37	CCOC(=O)C1=C(C)N=C2SC(C)C(=O)N2C1c1ccc(OC(C)=O)c(OCC)c1 (configuration not stated)	14%	5%[38.3 µM]	-7%	-2%
38	CCNC(=O)Cc1ccc(Br)cc1	-3%	33%[activator][38.3 µM]	5%	1%
39	O=S(=O)(NC1CCCCC1NS(=O)(=O)c1ccc(F)cc1)c1ccc(F)cc1 (configuration not stated)	15%	4%[38.3 µM]	-1%	0%
40	CCOC(=O)c1[nH]c(C)c(/C(O)=C2\C(=O)C(=O)N(CCCN3CCOCC3)C2c2cccs2)c1C (configuration not stated)	/	/	/	/
41	COc1ccc(CCNC(=O)C2CC(c3ccccc3F)=NO2)cc1 (configuration not stated)	/	/	/	/
42	Cc1ccc(OCC(=O)NNC(=O)CSc2nnc(-c3ccc(C)cc3)n2C)cc1	8%	-4%	-10%	2%
43	CC(=NC(C)C)C1=C(O)C(C)OC1=O (configuration not stated)	-5%	-4%	-13%	0%
44	CC(C)(C)c1ccc(Oc2ccc(NC(=O)c3ccco3)cn2)cc1	/	/	/	/
45	COC(=O)Nc1ccc2c(c1)N(C(=O)CCN1CCOCC1)c1ccccc1S2	/	50%[activator][38.3 µM]	?	-2%
46	CCOC(=O)C(C(=O)OCC)N(C#N)c1nc(C)cc(C)n1	7%	12%	-10%	0%
47	CCOC(=O)COC(=O)c1ccc(Oc2cc(C)nc(SC)n2)cc1	11%	11%	1%	0%
48	CCC(=O)N1CCc2cc(S(=O)(=O)NC(Cc3ccccc3)C(=O)NC3CCCCC3)ccc21 (configuration not stated)	-24%	6%	3%	4%

cpd	HttQ103 aggreg	HTT cytoprotect	CBFb RUNX1 block
37	-9%	15%[10 µM]	5%
38	-11%	-10%	0%
39	-17%	3%	5%
40	-2%[9.22 µM]	-7%[10 µM]	-1%
41	15%[9.22 µM]	7%[10 µM]	6%
42	10%	-5%[10 µM]	-8%
43	-4%	9%[10 µM]	11%
44	?	-66%[inhibitor][10 µM]	0%
45	25%	13%	-2%
46	?	17%[10 µM]	-6%
47	-8%	-13%[1.9 µM]	27%
48	14%	/	0%

Arranged by value in CBFb RUNX1 block (smallest number first): three from the list above.
No.	smiles	CBFb RUNX1 block
35	Cc1ccc(C(=O)CSc2cnc3ccccc3n2)cc1C	5%
30	CC(=O)c1ccc(OCc2ncc(C(F)(F)F)cc2Cl)cc1	9%
25	c1ccc2c(c1)ncn2CCN1CCCCC1	11%

(listing goes on)
cpd	canonical_smiles	SMN2 splice enh	IMPase Li cell	Lamin A splicing	KinaseGlo FLuc
49	O=C(N=Nc1c(O)[nH]c2ccccc12)c1ccco1	/	13%	-11%[46 µM]	10µM*
50	Nc1c(C(=O)NCc2ccccc2)sc2nc(N3CCOCC3)c3c(c12)CCCC3	-23%	?	7%	0%
51	CC[n+]1c(S(=O)(=O)[O-])ccc2ccc(C)cc21	9%	-10%[38.3 µM]	?	3%
52	CC/C(=C1/C(=O)CC(C)(C)C(C(=O)OC)C1=O)N1CCCC1 (configuration not stated)	-7%	-6%[38.3 µM]	?	1%
53	Cc1ccc(NC(=O)COc2ncnc3cc([N+](=O)[O-])ccc23)cc1S(=O)(=O)N1CCOCC1	/	/	/	/
54	CCOc1cccc(N(C(=O)Cc2cccs2)C(C(=O)NC2CCCCC2)c2cccn2C)c1 (configuration not stated)	?	19%	-5%	1%

cpd	HttQ103 aggreg	HTT cytoprotect	CBFb RUNX1 block
49	5%[9.22 µM]	-45%[10 µM]	4%
50	?	-21%	20%
51	0%	-8%	-1%
52	6%	-3%[0.074 µM]	5%
53	-16%[9.22 µM]	-11%[10 µM]	-8%
54	6%	12%[10 µM]	-9%

In a second layout: results already given
#	SMILES	SMN2 splice enh	IMPase Li cell	Lamin A splicing	KinaseGlo FLuc	HttQ103 aggreg	HTT cytoprotect	CBFb RUNX1 block
49	O=C(N=Nc1c(O)[nH]c2ccccc12)c1ccco1	/	13%	-11%[46 µM]	10µM*	5%[9.22 µM]	-45%[10 µM]	4%
51	CC[n+]1c(S(=O)(=O)[O-])ccc2ccc(C)cc21	9%	-10%[38.3 µM]	?	3%	0%	-8%	-1%
